# TAG inh – inhibitors of triacylglycerol accumulation, primary screen, cell-based, uHTS, fluorescence, H9c2; AID 651582, 2012; inhibition, % at 12.5 µM; H9c2 cells, Nile Red lipid (TAG) fluorescence; cells loaded with 200 µM oleic acid; 230,000 tested, 0.66% active;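 active = pattern-corrected inhibition of lipid staining of at least 50% with the nuclear-stain viability signal not falling by more than 50%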;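 note: 0% = DMSO wells and 100% = triacsin C control wells; some results filed as inactive read as strong as hits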
# TAG inh DAPI viability – second read-out of TAG inh, no call of its own (marks repeat the call); DAPI nuclei signal change (viability), lower = more cytotoxic, %;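 whole-well DAPI fluorescence read on a plate reader as a viability signal; minus 50 percent equals half of cells still viable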
# * hit, by the source's call. An excerpt, so the mix of outcomes need not match the whole.
SMILES,TAG inh,TAG inh DAPI viability
O=C(OCc1ccc(-c2ccccc2)cc1)c1cccc(O)c1,-9,9
Cc1oc(-c2ccccc2)nc1C(=O)OCC(=O)NCc1ccc(Cl)cc1,6,-5
Cc1nn(C)cc1C(C(=O)NC1CCCCC1)N(Cc1ccccc1Cl)C(=O)c1cnccn1 (configuration not stated),-20,21
CCC1CCCCN1C(=O)CSc1nc(N)cc(N)n1 (configuration not stated),9,-6
CCOc1cccc(-c2nnc(SCC(=O)Nc3ccc(OC)c(OC)c3)n2N)c1,-3,2
FC(F)(F)c1cc(Oc2ccccc2)ncc1-c1nnc(-c2ccccc2Cl)o1,-11,4
CNC(=O)c1cc2cc(OC)ccc2n1CCN(Cc1ccccc1)Cc1ccccc1,39,-13
O=c1c(-c2ccc(O)cc2)coc2cc(OC3OC(CO)C(O)C(O)C3O)ccc12 (configuration not stated),3,3
CN(CC(=O)N(C)CC(=O)Nc1c(Cl)cccc1Cl)Cc1ccccc1F,3,-1
O=C(CSc1nnc(CNc2ccc(F)cc2)n1Cc1ccccc1)NCc1ccco1,12,8

# Part of the list above in a different format.
canonical_smiles	TAG inh	TAG inh DAPI viability
CCOc1cccc(-c2nnc(SCC(=O)Nc3ccc(OC)c(OC)c3)n2N)c1	-3	2
FC(F)(F)c1cc(Oc2ccccc2)ncc1-c1nnc(-c2ccccc2Cl)o1	-11	4
CNC(=O)c1cc2cc(OC)ccc2n1CCN(Cc1ccccc1)Cc1ccccc1	39	-13
O=c1c(-c2ccc(O)cc2)coc2cc(OC3OC(CO)C(O)C(O)C3O)ccc12 (configuration not stated)	3	3
CN(CC(=O)N(C)CC(=O)Nc1c(Cl)cccc1Cl)Cc1ccccc1F	3	-1
O=C(CSc1nnc(CNc2ccc(F)cc2)n1Cc1ccccc1)NCc1ccco1	12	8

# (list continues)
SMILES,TAG inh,TAG inh DAPI viability
CC(=O)c1ccc(OCC(=O)N(CCC2=CCCCC2)c2c(N)n(Cc3ccccc3)c(=O)[nH]c2=O)cc1,14,3
CCc1nnc(NC(=O)CSc2ncc(-c3ccccc3)n2C)s1,14,-1
O=C(CCc1nnc(Cc2c[nH]c3ccccc23)o1)NC1CCCC1,-8,1
COc1cccc(CN2CCN(Cc3ccc4c(c3)OCCO4)CC2CCO)c1 (configuration not stated),6,1
CCc1nc2c(OCc3ccccc3OC)cccn2c1N(C)C(=O)C(C)C,-4,1
O=C(Nc1ccc(-c2nnco2)cc1)c1ccccc1,3,-15
CCn1c(CNc2ccc(F)cc2)nnc1SCCN1CCCCC1,12,-5
COc1ccc2c(CC(=O)OCc3nc4ccsc4c(=O)[nH]3)coc2c1,10,7
CCOc1ccc(-n2c(O)c(/C=N/Nc3nc(C)cc(C)n3)c3ccccc3c2=O)cc1,1,-23
CN1C[C@@H]2[C@@H]3C(=O)N(C)C(=O)[C@@H]3[C@](C)(C1=O)N2C(=O)c1ccc(Br)cc1,8,4
NS(=O)(=O)c1ccc(NC(=O)c2ccc(S(=O)(=O)N3CCCCC3)cc2)cc1,-1,0
Clc1nn2cnnc2c2ccccc12,7,-10
COCCn1c(SCC(=O)NCc2ccc3c(c2)OCO3)nc2ccccc2c1=O,0,1
COc1ccccc1CNC(=O)COC(=O)/C=C/c1ccc2c(c1)OCO2,12,-7
Cc1ccc(C(C)C)c2c1C(c1ccc3c(c1)OCO3)CC(=O)O2 (configuration not stated),8,-1
Cc1ccc(CNc2nc3ccc(C)cc3n3cnnc23)cc1,-50,-4
N#Cc1cc(NC(=O)c2ccc(Cl)cc2)ccc1Sc1ccccc1,-25,8
CN(C)N=Nc1ccc(S(N)(=O)=O)cc1,7,-4
Cc1ccc(-c2ccc(C#N)c(=O)n2CC(=O)N(C)C)cc1,-9,-1
O=c1c2cc(NC(=S)NC3CC3)ccc2nc2n1CCCCC2,-6,17
CC(C)(C)NC(=O)CSc1nnc(C2CC2)n1-c1ccccc1,7,7
CC(C)Cc1nnc(NC(=O)CN2C(=O)NC3(CCCC3)C2=O)s1,2,5
Cc1ccc(-c2c[n+](CC(=O)Nc3c(C)cccc3C)c3n2CCC3)cc1,-8,6
Cc1cc(C)c(O)c(-c2cc(C(=O)Nc3c(C)n(C)n(-c4ccccc4)c3=O)[nH]n2)c1,15,-4
COc1ccc(C2C(C(=O)c3ccco3)=C(O)C(=O)N2c2nnc(C)s2)cc1 (configuration not stated),9,-13
Cc1cc(=O)oc2cc(OC(C)C(=O)NC3(C#N)CCCCC3)ccc12 (configuration not stated),-15,-1
CCn1c2ccccc2c2nnc(SCC(=O)OCN3C(=O)c4ccccc4C3=O)nc21,-2,3
CC(=O)Nc1ccc(S(=O)(=O)NNC(=S)NCC2CCCO2)cc1 (configuration not stated),4,-2
CSCCC(NC(=O)C12CC3CC(CC(C3)C1)C2)C(=O)OCC(=O)c1ccc(Cl)cc1 (configuration not stated),0,7
NC(=O)CSC1=Nc2ccccc2C2=NC(CCC(=O)NCc3ccc(F)cc3)C(=O)N12 (configuration not stated),3,-2
O=C(NCC1CCN(C(=O)c2ccc([N+](=O)[O-])cc2)CC1)C(=O)Nc1ccccc1,0,-2
COCCNC(=S)N/N=C(\C)c1ccc(OC)cc1,-11,-2
CC(C)c1cc(Br)ccc1OCCN1C(=O)NC(C)(C)C1=O,7,0
O=C(CN1c2cccc3cccc(c23)S1(=O)=O)N1CCN(c2ccccc2)CC1,7,-3
CCC(=O)NC(C)c1cc(Cl)c2ccccc2c1O (configuration not stated),7,2
Cc1ccc2nc(-c3ccccc3N)[nH]c2c1,-1,116
Cc1cc(NC(=O)COC(=O)c2c(C)noc2C)ccc1Br,-4,-11
COc1cccc(N2CCN(C(=O)CCC(=O)N3CCOc4ccc(C)cc43)CC2)c1,4,-7
CC(c1ccccc1F)n1cc(C(=O)NCCc2ccco2)nn1 (configuration not stated),11,-2
CC1CCCN(C(=O)Cn2c(=O)oc3cc(S(=O)(=O)N4CCCCC4)ccc32)C1 (configuration not stated),-6,-1

# Compound profiles (already shown). Order of values: TAG inh	TAG inh DAPI viability
# CC(C)c1cc(Br)ccc1OCCN1C(=O)NC(C)(C)C1=O is listed with 7	0
# Cc1cc(NC(=O)COC(=O)c2c(C)noc2C)ccc1Br is listed with -4	-11
# NC(=O)CSC1=Nc2ccccc2C2=NC(CCC(=O)NCc3ccc(F)cc3)C(=O)N12 (configuration not stated) is listed with 3	-2

# Following part.
SMILES,TAG inh,TAG inh DAPI viability
CCCOc1cccc(C(=O)Nc2ccc3c(c2)OCCO3)c1,0,2
O=C(CCc1nc2ccccc2c(=O)[nH]1)Nc1nnc(SCc2ccccc2F)s1,-27,2
Cc1ccc2c(=O)n3c(nc2c1)C(Cc1ccc(O)cc1)NC(=O)c1cccnc1-3 (configuration not stated),1,-1
Cc1cccc(C)c1NC(=O)CN1CCN(C(=O)c2cc(C3CC3)nn2-c2ccccc2)CC1,2,-5
O=C(OCC(=O)N1CCOCC1)c1ccc2ccccc2c1,2,8
CC12CCC(C(=O)Nc3ccncc3)(CC1O)C2(C)C (configuration not stated),-1,2
C=CCN1C(=O)S/C(=C/c2ccsc2)C1=O,5,-9
COc1ccc(N2CCN(c3cc(=O)n(Cc4ccc(F)cc4)c(=O)[nH]3)CC2)cc1,3,8
O=C(O)c1cc(S(=O)(=O)Nc2ccc(N3CCCCC3)cc2)ccc1Cl,7,-10
CCN(CC(=O)Nc1ccc(NC(C)=O)cc1)C(=O)c1cc(-c2ccccc2)nn1-c1ccccc1,-5,-3
CCCS(=O)(=O)N1CCC(C(=O)NCc2ccccc2Cl)CC1,-1,-6
COC(=O)c1[nH]c2c(c1C)C(=O)CC(c1cccs1)C2 (configuration not stated),42,-13
CC(C)CC(N)c1csc(Nc2ccc(C(=O)NCCO)cc2)n1 (configuration not stated),-6,1
c1ccc(-c2c(-c3ccccc3)n(Cc3ccco3)c3ncnc(NCCCn4ccnc4)c23)cc1,-23,1
Cc1ccc(C)c(N2CC(=O)N(c3cc(C)ccc3C)CC2=O)c1,1,2
CCCS(=O)(=O)NC(=O)C1(C)CCN(C(=O)c2ccc(F)cc2Cl)C1 (configuration not stated),-5,2
COc1cccc(C(=O)NNC(=O)c2sccc2-n2cccc2)c1,6,12
O=C(NC(c1ccc(Cl)cc1)c1cnccn1)C1CCN(CCCOc2ccccc2)CC1 (configuration not stated),10,0
CCN(CC)S(=O)(=O)c1ccc(N2CCCC2)c(C(=O)OCC(=O)/C(C#N)=C(\C)N)c1,41,1
Cn1c(N)c(C(=O)COC(=O)CNC(=O)c2ccccc2Cl)c(=O)n(C)c1=O,-30,1

# Structural class, the compounds so far containing a furan ring, fused or not (5)
SMILES,TAG inh,TAG inh DAPI viability
O=C(CSc1nnc(CNc2ccc(F)cc2)n1Cc1ccccc1)NCc1ccco1,12,8
COc1ccc2c(CC(=O)OCc3nc4ccsc4c(=O)[nH]3)coc2c1,10,7
COc1ccc(C2C(C(=O)c3ccco3)=C(O)C(=O)N2c2nnc(C)s2)cc1 (configuration not stated),9,-13
CC(c1ccccc1F)n1cc(C(=O)NCCc2ccco2)nn1 (configuration not stated),11,-2
c1ccc(-c2c(-c3ccccc3)n(Cc3ccco3)c3ncnc(NCCCn4ccnc4)c23)cc1,-23,1

# The list goes on.
SMILES,TAG inh,TAG inh DAPI viability
COc1ccc(C(O)c2ncc(-c3ccccc3)[nH]2)cc1F (configuration not stated),-1,-6
Cc1cc(C)c2c(-n3cccc3)nn(C)c2n1,19,-7
CCc1nnc(N/N=C/c2c(F)cccc2Cl)n1N,-2,-3
CCc1cccc(C)c1NC(=O)CC(C)(C)CC(=O)O,-13,5
CCOC(=O)c1ccc(N=c2sc(C(=O)OC)cc(=O)n2Cc2ccc3c(c2)OCO3)cc1,61,-56
COc1cc(O)c(C(CC(=O)N2CCCCC2)c2ccc3c(c2)OCO3)c(OC)c1 (configuration not stated),-8,-1
COc1ccc(-c2nnn(-c3cc(Cl)cc(Cl)c3)c2N)cc1,14,-18
Cc1ccc([N+](=O)[O-])c2c1C(N1CC(C)OC(C)C1)C(C)(C)O2 (configuration not stated),-13,5
S=C(Nc1ccccc1)c1nc2ccccc2s1,4,-7
COc1cccc(C(=Cc2ccc([N+](=O)[O-])cc2)C(=O)O)c1,20,3
C#CCNC(=O)C1=C[C@H](c2csc3ccccc23)C[C@H](OCCCCO)O1,-85,-4
Cc1ccn2c(CNC(C)c3cn(C)nc3C)c(C(=O)N3CCCCCC3)nc2c1 (configuration not stated),-12,-1
O=[N+]([O-])c1ccc2nnn(O)c2c1,4,-6
CCn1c(=NC(=O)CN2C(=O)CCC2=O)sc2c(OC)ccc(OC)c21,9,0
CCOCCCNCc1ccc(OCc2ccccc2C)c(OC)c1,17,3
CCN1C(=O)/C(=C/c2cccs2)N(C)C1=S,23,-9
O=C(COc1ccc(-c2nnco2)cc1)Nc1c(F)cccc1F,-22,-5
Cc1cc(C)n(-c2nc3ccccc3nc2N2CCN(C(=O)c3ccccc3)CC2)n1,2,-11
COc1cc(-c2noc(C3CCCN(C(=O)c4c(F)cccc4F)C3)n2)cc(OC)c1OC (configuration not stated),-8,-3
CNS(=O)(=O)c1cccc(C(=O)OC2CCCCC2=O)c1 (configuration not stated),4,-15
CC1Cc2ccccc2N1C(=O)Cn1cc([N+](=O)[O-])cn1 (configuration not stated),-13,-2
COc1ccc(-c2nc(CSCC(=O)NC3CCCc4ccccc43)c(C)o2)cc1OC (configuration not stated),2,10
O=C(COC(=O)c1nc(Cl)ccc1Cl)Nc1ccccc1OC(F)F,4,2
O=C(COC(=O)CN1C(=O)C2CCCCC2C1=O)NCc1ccc(Cl)cc1Cl (configuration not stated),-4,-2
O=C(c1ccccc1Cl)N1CCC(c2nc3c(nnn3Cc3ccco3)c(=O)[nH]2)CC1,9,-14
CCc1ccc(N(C(=O)c2csnn2)C(C(=O)NCc2ccccc2)c2ccco2)cc1 (configuration not stated),23,12
CCCN1CCN(C(=O)Cn2c(=O)oc3cc(S(=O)(=O)NCc4ccccc4)ccc32)CC1,4,10
CC(C)NC(=O)C1Cc2c(-c3ccccc3Oc3ccccc3)ccnc2O1 (configuration not stated),7,3
CNC(=O)c1csc(-c2cccs2)n1,-1,8
COc1ccc(Cl)cc1NC(=S)N(CCN1CCOCC1)C1CCN(C(C)=O)CC1,-4,5
COc1cccc(NC(=O)CN(C)C(=O)c2cccnc2Nc2cccc(C(F)(F)F)c2)c1,4,6
COc1ccc(-c2nc(NC(C)=O)sc2-c2ccc(OC)cc2)cc1,10,8
O=C(OCCN1CCCCC1)c1ccc(Cl)cc1,-18,10
CCOC(=O)c1c(NC(=O)COC)sc2c1CCCC2,5,-4
CN(C(=O)c1cccc(NC(=O)Cc2cccc(NC(=O)C3CCCN(C(=O)C4CCC4)C3)c2)c1)C1CCC1 (configuration not stated),12,0
O=C(O)CCC(=O)Nc1cccc(C(=O)c2ccccc2)c1,-8,-1
O=C(Nc1ccccn1)C1CCN(C(=O)c2ccc(F)cc2)CC1,9,13
CCN(C[C@H]1N[C@@](CC)(C(=O)OC)[C@H]2C(=O)N(Cc3ccccc3)C(=O)[C@@H]12)S(=O)(=O)c1ccc(F)cc1,3,-7
C=CC[C@@H](CC(=O)N(CCO)Cc1ccccc1)C(=O)N[C@H](C)COC(=O)[C@@H](CC=C)Cc1ccc(F)cc1,17,5
c1ccc(C2=Nc3cccnc3C(c3ccccc3)=NN2)cc1,10,-8
COc1ccc(-c2c([C@H]3[C@H]4C=CC[C@@H](C)[C@@H]4C(=O)N3Cc3ccccc3)ccc3ccccc23)cc1OC,16,-14
Cc1cc(C)c(OCC(=O)OCC(=O)NNC(=O)c2ccccc2F)c(C)c1,-5,0
C/C(CS(=O)(=O)c1ccccc1)=N\O,-25,6
O=S(=O)(Nc1ccc(C(O)(C(F)(F)F)C(F)(F)F)cc1)c1cccc2ccccc12,22,1
O=C1NC[C@@H](c2ccccc2)OC(=O)[C@@H](Cc2ccc(F)cc2)C/C=C\C[C@@H]1CC(=O)N(CCO)Cc1ccccc1,7,-12
COCCn1c(N2CCN(c3ccc(OC)cc3)CC2)nc2c1c(=O)[nH]c(=O)n2C,2,8
CCOc1ccc(CN2CCC(n3nccc3NC(=O)c3ccccc3OC)CC2)cc1,-6,5
COc1ccc(NC(=S)Nc2ccc(OC(F)F)cc2)cn1,-3,5
CC(=O)/C(=C\N(C)C)Sc1ccc(Cl)cc1,-4,-4
